RORgamma inh – ROR gamma (mouse) transcription inhibition. Potency, µM (series often up to 53.6 µM), without a hit: top-dose activity change, negative = inhibition, usual class: inhibitors. AID 2551. P51450. Drosophila S2 Gal4-RORgamma UAS-luciferase reporter, 20 h. 310,000 compounds, 5.4% hits; further: potency means the concentration at half of the fitted maximal effect; on the % scale 0 is the no-effect control and ±100 the full control effect; nearly all actives have a fitted effect of over 60% in size
Target sequence (P51450 whole entry, looked up, the tested form may be a part): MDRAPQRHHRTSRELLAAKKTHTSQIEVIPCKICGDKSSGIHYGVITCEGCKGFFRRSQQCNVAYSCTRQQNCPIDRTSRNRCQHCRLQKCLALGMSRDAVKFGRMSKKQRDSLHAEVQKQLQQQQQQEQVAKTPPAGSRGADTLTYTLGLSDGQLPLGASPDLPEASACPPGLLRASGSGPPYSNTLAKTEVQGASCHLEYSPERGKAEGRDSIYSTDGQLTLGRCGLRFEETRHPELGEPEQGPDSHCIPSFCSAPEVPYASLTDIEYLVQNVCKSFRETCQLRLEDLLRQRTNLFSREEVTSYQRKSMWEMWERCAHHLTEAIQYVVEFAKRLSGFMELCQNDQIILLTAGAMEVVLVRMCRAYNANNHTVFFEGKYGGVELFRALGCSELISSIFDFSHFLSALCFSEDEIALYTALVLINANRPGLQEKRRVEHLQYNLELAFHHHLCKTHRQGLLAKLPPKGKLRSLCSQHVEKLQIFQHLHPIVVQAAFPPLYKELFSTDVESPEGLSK
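Compounds are pin-transferred onto Drosophila Schneider cells expressing a copper-inducible Gal4–ROR gamma transactivation domain fusion. After 1 hr, copper sulfate is added to 700 uM final; luciferase is read 20 hr later.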
Menin MLL FP TR – menin-MLL binding inhibition, Texas Red mutant peptide; O00255; Menin + Texas Red MLL mutant peptide, fluorescence polarization; Potency, µM (series often up to 61.6 µM), for the others: top-dose FP activity change, negative = inhibition, most hits filed as inhibitors; 270,000 compounds, 0.23% hits; AID 1768; active means well fitted inhibition curve with a large enough effect in the polarisation, with a control signal flat, not every such curve was filed as active; inconclusive means small, poorly fitted or top-dose-only effect, or effect the other way, or a change in a side signal; inactive means no such curve, though single readings can be large or run the other way; the % refers to the polarisation; further: potency means the concentration at half of the fitted maximal effect; % of control where 0% means no effect; many of its hits are not listed in these tables
FLuc counter – counter-screen for miR-21 project: firefly luciferase inhibitors or activators. purified FLuc, Km substrates, luminescence inhibition. 360,000 compounds, 6.9% hits. Potency, µM (top dose mostly 57.5 µM), without a hit: at the top dose activity change, negative = inhibition, usual class: inhibitors. AID 588342. P08659;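 further: potency means the concentration at half of the fitted maximal effect; plate controls were vehicle for no effect and reference inhibitor for full effect; nearly all actives have a fitted effect of over 55% in size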
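Biochemical qHTS of compounds, final roughly 60 µM downward over six points, against 10 nM purified firefly luciferase using Km concentrations of substrates (10 uM D-luciferin, 10 uM ATP) in Tris acetate pH 7.5 buffer; luminescence output.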
Mito fusion act – inhibitors of mitochondrial division or activators of mitochondrial fusion | AID 485298 | 320,000 compounds, 0.23% hits | Potency, µM (highest dose often 46.1 µM), for inactives: top-dose growth rescue (activation), hits mostly activators | S. cerevisiae fusion-defective mutant growth rescue, CellTiterGlo 48 h;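 further: potency means the concentration at half of the fitted maximal effect; % of control where 0% means no effect; nearly all actives have a fitted effect of over 45% in size; temperature-sensitive fusion mutants such as fzo1-1 at 37 °C on non-fermentable ethanol glycerol medium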
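Luminescent cell viability in 1536-well qHTS format served as the measure of rescued growth in ts fusion-mutant S. cerevisiae cultured on non-fermentable YPEG for 48 hours at 37C.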
NPC1 prom act – NPC1 promoter activation; Huh7 NPC1 promoter luciferase reporter, 24 h; Potency, µM (titrated, usually from 9.22 µM), without a hit: top-dose activation, usual class: activators; 320,000 compounds, 2.4% hits;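 further: potency means the concentration at half of the fitted maximal effect; % of control where 0% means no effect; nearly all actives have a fitted effect of over 60% in size; reporter is driven by a mutant NPC1 promoter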
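In 1536-well qHTS, Huh7 cells harboring an NPC1 promoter–luciferase construct received compound for 24 h; activation was quantified by luminescence following luciferase reagent addition.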
Gal4-VP16 FLuc – inhibits Gal4-VP16 luciferase reporter, ROR gamma counter-screen; Drosophila S2 Gal4-VP16 UAS-luciferase, luminescence, 20 h; Potency, µM (highest dose often 53.6 µM), for inactives: at the top dose activity, negative = inhibition, most hits filed as inhibitors; 310,000 compounds, 3.5% hits; AID 2546;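 further: Gal4-VP16 expression switched on by copper sulfate through the metallothionein promoter; potency means the concentration at half of the fitted maximal effect; on the % scale 0 is the no-effect control and ±100 the full control effect; nearly all actives have a fitted effect of over 50% in size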
Rab9 promoter act – activates the Rab9 promoter. Potency, µM (titrated, usually from 9.22 µM), without a hit: at the highest dose activation, negative = inhibition, usual class: activators. Huh7 Rab9 promoter-luciferase reporter, luminescence, 24 h. 320,000 compounds, 2.8% hits; further: potency means the concentration at half of the fitted maximal effect; % of control where 0% means no effect; nearly all actives have a fitted effect of over 60% in size
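Rab9 promoter-driven luciferase in stably transfected Huh7 cells; 1500 cells/well rested 2 h, exposed to compound in DMSO for 24 h at 37 °C, 5% CO2. Luminescence read 10 min after adding luciferase reagent at ambient temperature.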
MBNL1-CUG inh – inhibitors of human MBNL1 binding to CUG repeat RNA; TR-FRET MBNL1-His/biotin-(CUG)12 binding, 665/545 ratio; 280,000 compounds, 0.036% hits; Potency, µM (series often up to 57.5 µM), for the others: at the highest dose activity change, negative = inhibition, most hits filed as inhibitors; active means well fitted inhibition curve with a large enough effect in the signal ratio, with a control signal flat, not every such curve was filed as active; inconclusive means small, poorly fitted or top-dose-only effect, or effect the other way, or a change in a side signal; inactive means no such curve, though single readings can be large or run the other way; the % refers to the signal ratio; further: potency means the concentration at half of the fitted maximal effect; on the % scale 0 is the no-effect control and ±100 the full control effect
Target sequence (Q9NR56 whole entry, looked up): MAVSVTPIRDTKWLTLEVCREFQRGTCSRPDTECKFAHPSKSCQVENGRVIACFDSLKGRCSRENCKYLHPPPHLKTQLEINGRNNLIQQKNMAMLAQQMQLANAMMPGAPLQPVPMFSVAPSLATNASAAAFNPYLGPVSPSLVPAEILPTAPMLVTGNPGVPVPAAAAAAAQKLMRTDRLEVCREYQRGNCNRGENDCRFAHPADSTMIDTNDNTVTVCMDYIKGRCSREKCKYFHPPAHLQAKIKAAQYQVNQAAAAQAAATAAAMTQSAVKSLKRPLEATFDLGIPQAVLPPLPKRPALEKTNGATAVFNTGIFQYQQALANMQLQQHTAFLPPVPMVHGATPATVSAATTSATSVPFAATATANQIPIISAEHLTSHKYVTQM
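TR-FRET readout: Ex 340 nm, 665/545 nm emission ratio, normalized to buffer-only (basal) and MBNL1-(CUG)12 controls. Complex of MBNL1-His with Biotin-(CUG)12, compounds 92 nM–58 uM, incubated 60 min at room temperature.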
KCNH2 3.1 block – blocks the human KCNH2 3.1 channel isoform; activity change, % (tested at about 1.8 µM); 340,000 compounds, 0.95% hits; U2OS KCNH2 3.1, thallium flux FluxOr; stronger effect = lower value;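 active means maximum activity change below -70%; inconclusive means maximum activity change from -70% to -50%; inactive means maximum activity change above -50%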;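 further: thallium influx rate constant from kinetic fluorescence after stimulation buffer; on the % scale 0 is the no-effect control and ±100 the full control effect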
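Virally transduced U2OS (3.1 isoform, 4 h infection in dark at RT) → overnight 37 C → FluxOr + Red40 in HBSS/HEPES, 45 min → stimulation buffer, 2 min kinetic read → rate constant vs DMSO controls.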
ELG1 DNA repair – blocks ELG1-dependent DNA repair in HEK293T cells; HEK293T ELG1-luciferase reporter, luminescence, 16 h; DNA damage induced by 5-fluorouridine; Potency, µM (series often up to 46.1 µM), inactives show at the highest dose activity change, negative = inhibition, hits mostly inhibitors; 330,000 compounds, 2.3% hits; AID 504467; further: potency means the concentration at half of the fitted maximal effect; on the % scale 0 is the no-effect control and ±100 the full control effect; nearly all actives have a fitted effect of over 55% in size
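DMSO vehicle served as the neutral condition. Each well held 2,000 cells given 5-fluorouridine plus compound; after 16 hr at 37 °C/5% CO2, ONE-Glo was added and luciferase measured 30 min later.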
PKM2 activator – activators of human pyruvate kinase M2; P14618; purified PKM2, Kinase-Glo ATP luminescence, activation; response scale: 0% is enzyme alone, no compound; Potency, µM (titrated, usually from 57.5 µM), for the others: at the top dose activation, usual class: activators; 260,000 compounds, 0.34% hits; further: potency means the concentration at half of the fitted maximal effect; on the % scale 0 is the no-effect control and ±100 the full control effect; nearly all actives have a fitted effect of over 55% in size
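hPK-M2, >95% pure; 0.1 mM ADP / 0.5 mM PEP final; imidazole pH7.2 buffer w/ 7 mM MgCl2, 50 mM KCl; 1 h RT; Kinase-Glo lum. Intermediate enzyme activity for dual inhibitor/activator qHTS.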
An asterisk follows results filed as active; ? = inconclusive; · = no result given; & = joins results of further samples; [ ] = remark or other dose. Unless noted, the call rests on the fitted dose curve; in most records, active means well fitted curve in the direction sought with a large enough effect; inconclusive means small, poorly fitted or top-dose-only effect, or another doubt; inactive means no such curve, though single readings can be large; an effect the other way counts as inactive or inconclusive.

SMILES,RORgamma inh,Menin MLL FP TR,FLuc counter,Mito fusion act,NPC1 prom act,Gal4-VP16 FLuc,Rab9 promoter act,MBNL1-CUG inh,KCNH2 3.1 block,ELG1 DNA repair,PKM2 activator
O=C1Nc2ccccc2/C1=C/c1cnc[nH]1,?,0.8%,-4.3%,-8.7%,18.1%,-4.4%,-3.1%,?,-1.9,25.7%,-3.4%
CC(C)C1(C)N=C(c2ncccc2C(=O)O)NC1=O (stereo not given),-15.5%,8.8%,6.9%,-1.1%,-2.3%,-7.2%,24.2%,0.6%,-28.8,-5.0%,-3.9%
COc1ccc2c(c1)/C(=C/c1cnc[nH]1)C(=O)N2,?,11.8%&10.5%&3.4%,?,?,-30.0%[inhibitor][46.1 µM],?,-42.6%[inhibitor][46.1 µM],?,-1.3,?,-1.0%
CN(C)c1ccc(/C=C/[N+](=O)[O-])cc1,11.2µM*,0.2%,?,6.7%,2.2%,12.6µM*,4.0%,9.9%,-3.1,?,-2.1%
CCn1c(=N)n(Cc2ccccc2F)c2ccccc21,-15.8%,-9.8%,-0.6%,-4.4%,0.7%,0.9%,-2.9%,10.5%,-0.9,-19.7%,-4.4%
CN(C)/C=c1\sc2c(C#N)cc(C(=O)c3ccc(Br)cc3)n2c1=O,2.8%,0.9%,2.6%,5.1%,1.0%,12.5%,-3.8%[1.84 µM],?,9.6,-4.0%,3.9%
COc1ccc(CN2C(=O)NC(=O)/C(=C/c3cc(OC)c(OC)c(OC)c3)C2=O)cc1,-3.1%,·,-16.9%,-2.2%,2.0%,-10.0%,12.8%,4.1%,-8.1,16.4%,8.8%
CN(C)c1ccc(P(=O)(OC2CCCCC2)C(Nc2ccccc2)c2cccnc2)cc1 (stereo not given),23.3%,·,-0.1%,13.2%,-3.8%,1.8%,-1.4%,-11.5%,-4.9,?,0.3%
CC(C)C(=O)Nc1ccc(C(=O)NCc2cccnc2)cc1,-29.5%,2.0%,4.9%,-9.1%,-0.6%,1.2%,3.0%,?,13.3,-2.5%,1.4%
Cc1cccc(-n2c(-c3ccco3)nc3ccccc3c2=O)c1C,3.5%,?,2.8%,?,-2.7%,-5.4%,-4.7%,5.3%,·,?,2.3%
N#Cc1ccc(NC(=O)CN2CCCCCC2)cc1Cl,-19.7%,-1.0%,-1.8%,-1.7%,0.2%,-8.0%,1.8%,1.1%,-4.1,-3.6%,-6.9%
CC#CP(=O)(OC)C(O)(CF)c1ccccc1 (stereo not given),-2.2%,6.4%,0.7%,-3.6%,-0.8%,3.8%,-5.2%,-10.0%,-2.6,4.4%,-6.2%
O=C1COc2ccc(C(=O)COC(=O)Cc3ccccc3)cc2N1,·,·,6.6%,-2.1%,0.9%,·,-2.3%,·,-18.1,?,·
CC(Cc1ccccc1Sc1ccccc1O)N(C)C (stereo not given),27.9%,-0.4%,1.6%,1.0%,-0.1%,-4.7%,-1.4%,8.9%,-5.2,-4.1%,-8.4%
CCN1CC2(COC(=O)c3ccccc3N)CCC(OC)C34C5CC6C(OC)CC(O)(C5C6OC)C(O)(C(OC)C23)C14 (stereo not given),8.5%,-19.7%,2.5%,-0.9%,0.0%,-5.5%,-7.3%,-1.0%,-22.0,-10.0%,7.1%
CCCCOP(=O)(c1ccc(N(C)C)cc1)C(O)c1cc(OC)ccc1OC (stereo not given),0.2%,?,1.6%,-2.6%,-4.4%,2.6%,0.3%,1.2%,-2.3,-7.8%,·
O=C(CCCCCCCCCCC(=O)NCc1cccnc1)NCc1cccnc1,-8.3%,·,-2.7%,-0.1%,-1.3%,-0.6%,-9.7%,-11.8%,-10.9,3.66µM*,1.8%
Cc1ccccc1C1=NCC(=S)Nc2ccc(Cl)cc21,-13.2%,3.1%,-6.6%,14.5%,11.5%,-34.7%,5.6%,-19.5%,-2.5,3.0%,3.6%
Nc1ccc(C2(c3ccc(N)cc3)CN3CCC2CC3)cc1,43.3%,-17.7%,0.6%,-1.6%,-2.6%,2.1%,-2.8%,3.0%,-1.1,0.3%,-10.0%
O=C(NCc1ccco1)c1ccc(Cn2c(=O)c3ccccc3n(Cc3cccc(F)c3)c2=O)cc1,7.9%,10.0%,9.3%,1.5%,1.5%,-1.7%,1.6%,-1.9%,-7.9,-13.1%,8.1%
CCCn1c(C)c(C(=O)c2cccc3ccccc23)c2ccccc21,32.7%,-2.5%[24.8 µM],?,?,-0.6%,6.6%,3.7%,·,13.9,-0.7%,·
O=C(CSCc1ccccc1)Nc1ccc2c(c1)OCO2,27.0%,11.5%,15.1µM*,0.9%,?,1.6%,3.16µM*,1.9%,19.4,?,1.1%
CSc1ncc(/C=C2/C(=O)NC(=O)N(c3ccc(C(C)C)cc3)C2=O)cn1,-5.8%,16.8%,-12.2%,-4.9%,-2.0%,-3.0%,-0.8%,-8.0%,-0.9,12.8%,-0.3%
O=c1[nH]c(O)c(/C=C2/C=CC(c3cc(Cl)ccc3Cl)=N2)c(=O)[nH]1,13.1%,·,6.75µM*,9.7%,-5.1%,2.8%,-9.4%,0.9%,-8.1,?,11.4%
CCCCCNc1c(C(=O)OCC)c(=O)[nH]c2ccccc12,8.6%,-18.3%,4.5%,4.7%,-3.9%,2.9%,6.3%,-1.4%,7.6,?,0.7%
COc1ccccc1N1CCN(Cc2ccc(Br)cc2)CC1,2.2%,-9.6%,?,2.9%,-5.4%,-8.0%,1.8%,-14.2%,-75.8*,?,0.9%
CC1=NN(c2ccccc2)C(=O)/C1=C/c1c(O)[nH]c(=S)[nH]c1=O,3.7%,19.5%,?,-1.1%,-5.8%,1.4%,3.3%,13.0%,3.9,13.3%,-1.3%
COC(=NC1CCCCC1)C(O)c1c[nH]c2ccccc12 (stereo not given),0.2%,4.9%,4.2%,-0.4%,0.9%,4.9%,18.3%,-0.1%,4.5,1.9%,-7.0%
c1ccc(C(OCCN2CCNCC2)c2ccccc2)cc1,-6.1%,13.9%,3.6%,-3.7%,-0.8%,10.2%,-4.7%,-1.8%,-8.4,-2.0%,6.1%
COc1ccc(NP(=O)(Nc2ccc(OC)cc2)Oc2ccccc2)cc1,?,8.6%,-2.0%,2.0%,1.0%,3.5%,10.2%,-7.7%,-7.1,-26.4%,?
Cc1cc(C)nc(NS(=O)(=O)c2ccc(N=Cc3c(O)n(C)c(=O)n(C)c3=O)cc2)n1,4.0%,-23.6%,-6.7%,4.3%,-1.1%,-19.3%[10 µM],-9.7%,6.9%,1.3,5.2%,-0.8%
CC1CCCCN1C(=O)Cn1cc(C=C2C(=O)N(C)C(=O)N(C)C2=O)c2ccccc21 (stereo not given),-0.5%,·,-16.8%,1.4%,-5.8%,4.9%,4.3%,-3.4%,18.9,6.5%,2.0%
Clc1ccc(CCNCc2ccncc2)c(Cl)c1,-1.8%,-24.9%,-2.7%,-20.6%,-1.9%,-3.9%,-9.7%,-3.7%,9.7,15.8%,·
CCCCCCn1c(O)c(C(C)=NC)c(=O)[nH]c1=O,-0.4%,-1.5%,-4.0%,2.9%,7.5%,4.7%,0.5%,2.5%,1.1,?,-3.5%
CN1Cc2cccnc2N(C)Cc2cc(Cl)ccc21,3.9%,2.6%,1.5%,19.9%,-1.0%,-6.9%,-6.8%,-5.7%,30.5,-13.0%,5.1%
CCOC(=O)C1(c2ccccc2)CCN(Cc2cccc(C(=O)O)c2)CC1,0.6%,-3.1%,6.6%,2.2%,-14.2%,-7.7%,3.2%,-12.7%,2.5,9.7%,0.0%
C=CCn1c(O)c(C(CC)=Nc2ccc(C(=O)O)cc2)c(=O)[nH]c1=O,-15.9%,·,-1.7%,-0.9%,0.8%,2.0%,-3.7%,20.3%,-6.8,11.7%,2.4%
COc1ccc(NC(=O)c2cn(CCC#N)nc2-c2ccc([N+](=O)[O-])cc2)cc1,-2.5%,-6.3%,2.8%,2.8%,-3.7%,-5.7%,-0.7%,6.4%,-6.4,0.3%,0.0%
COc1cc2c(cc1OC)-c1c(OC)c(OC)cc3c1[C@H](C2)[N+](C)(C)CC3,-1.0%,-8.2%,-1.9%,-2.5%,-4.0%,7.6%,0.9%,-29.1%,-12.8,4.8%,1.7%

Source: PubChem BioAssay (National Center for Advancing Translational Sciences (NCATS))

Some of the compounds tested (hit frequency here may not be typical).
